West Nile antiviral = West Nile virus antiviral activity, cell-based, CPE readout (AID 1621); 290,000 compounds, 0.02% hits; West Nile virus-infected cells, CPE inhibition; higher % means a stronger effect; CPE inhibition, % at 10 µM, or IC50 in µM where a hit was titrated; in the data active = a potency from the dose series; inconclusive = CPE inhibition mostly from about 3.7% at the one dose, without a potency; inactive = the rest, 99 in 100 with CPE inhibition below about 2.2%; also: strong numbers were not always called active
GPR35 antagonists = inhibition of zaprinast-stimulated GPR35 beta-arrestin translocation – imaging, U2OS, beta-arrestin-GFP, zaprinast agonist, primary screen (AID 2058) | U2OS GPR35 beta-arrestin-GFP translocation imaging, zaprinast antagonism; higher % means a stronger effect | 290,000 compounds, 0.052% hits | one-dose inhibition, % at 10 µM; IC50 in µM for titrated hits;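 active = inhibition of at least 50% with at least 30 cells and total cytoplasm GFP at most 10,000,000; inconclusive = under 30 cells or total GFP of 10,000,000 plus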
SV40 large T antigen = SV40 large T antigen inhibitors, biochemical (AID 1903); SV40 large T antigen ATPase/helicase inhibition assay; higher % means a stronger effect; 310,000 compounds, 0.39% hits; inhibition, % at 20 µM; hits with a dose series show IC50 in µM; in the data active = a potency from the dose series; inconclusive = inhibition mostly from about 32% at the one dose, without a potency; inactive = the rest, 99 in 100 with inhibition below about 32%; also: strong numbers were not always called active
LYP inhibition = PTPN22 lymphoid phosphatase activity blockers – biochemical, fluorescence intensity, uHTS (AID 1779) | 290,000 compounds, 0.054% hits | recombinant LYP phosphatase, fluorescence intensity; higher % means a stronger effect | inhibition, % at 11.5 µM, or IC50 in µM where a hit was titrated; in the data active = inhibition above about 50%;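 also: plate controls were vehicle with enzyme for no effect and no enzyme for full effect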
MgcRacGAP inhibition = MgcRacGAP GTPase-activating activity inhibitors, confirmation, biochemical, ADP Hunter fluorescence | inhibition, % at 30 µM; hits with a dose series show IC50 in µM | 340,000 compounds, 0.6% hits | MgcRacGAP-stimulated Rac1 GTP hydrolysis, ADP Hunter fluorescence; higher % means a stronger effect; GST-tagged Rac1 F28L mutant substrate;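 active = first-screen hits whose inhibition reached a set limit at any dose in the follow-up dose series; inconclusive = inhibition above the set first-screen limit but never retested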;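 also: fluorescence reports GDP produced by GAP-driven GTP hydrolysis; strong numbers were not always called active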
ER stress rescue = rescue of cells from ER stress-induced death, primary screen, 384-well, CSM14.1, thapsigargin, ATP luminescence (AID 1222). cellular ATP content (survival), % at 20 µM, or EC50 in µM where a hit was titrated. 190,000 tested, under 10 active. CSM14.1 thapsigargin-induced death rescue, ATP luminescence; higher % means a stronger effect;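 active = EC50 below 50 µM in the dose-response confirmation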;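 also: death triggered by thapsigargin at about 15 µM added after 2 h compound pretreatment; cell ATP read after overnight thapsigargin exposure of roughly 18 to 22 hours; normalized against plate controls of thapsigargin alone and 5% DMSO vehicle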
RSV CPE inhibition = inhibition of RSV-induced cytopathic effect – HEp-2 cells, primary 10 µM value included (AID 2391). HEp-2 cells, RSV-induced CPE inhibition; higher % means a stronger effect. one-dose CPE inhibition, % at 10 µM; IC50 in µM for titrated hits. 310,000 compounds, 0.13% hits; in the data active = a potency from the dose series; inconclusive = CPE inhibition mostly from about 23% at the one dose, without a potency; inactive = the rest, 99 in 100 with CPE inhibition below about 21%; also: strong numbers were not always called active
NS5 inhibitors = flavivirus cap methylation enzyme inhibition – biochemical, confirmation dose response, primary screen (AID 588689) | one-dose inhibition, % at 25 µM; IC50 in µM for titrated hits | Dengue-2 NS5 methyltransferase capping enzyme assay, biochemical; higher % means a stronger effect | 340,000 compounds, 0.3% hits; in the data active = a potency from the dose series; inconclusive = inhibition above about 29% without an active follow-up result
PhoP inhibition = PhoP-dependent GFP reporter repression – Salmonella Typhimurium, primary screen (AID 1863). S. Typhimurium PhoP-regulated promoter GFP reporter, 4 h; higher % means a stronger effect. one-dose inhibition, % at 50 µM; IC50 in µM for titrated hits. 300,000 compounds, 0.16% hits;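 active = inhibition over 29.93%, a cutoff 3 SD above the screen mean, later confirmed by dose response; inconclusive = inhibition over 29.93% but no dose response follow-up; inactive = inhibition at most 29.93% or unconfirmed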;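 also: 0% = low Mg2+ inducing control and 100% = high Mg2+ repressing control; strong numbers were not always called active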
NS5 inhibitors pilot replicate = second read-out of NS5 inhibitors, no call of its own (marks repeat the call); inhibition, %; measured here: pilot screen replicate inhibition
* = called active by the depositor; ? = inconclusive; . = not tested or not shown. Compounds were not picked by outcome; about 1.5% have a hit in one of these screens.

SMILES | West Nile antiviral | GPR35 antagonists | SV40 large T antigen | LYP inhibition | MgcRacGAP inhibition | ER stress rescue | RSV CPE inhibition | NS5 inhibitors | PhoP inhibition | others
CC(C)N(C(=O)COC(=O)c1ccc(O)cc1)C(C)C | 0.2% | -5% | -1% | -3% | 6% | -0.4% | 1.7% | 5% | 23%
COC(=O)/C(=C\Nc1ccc(Cl)cc1Cl)NC(=O)c1ccccc1 | -0.4% | -3% | 5% | 3% | 1% | 2.8% | . | -4% | -2%
CCC(=O)c1ccc(OCC(=O)Nc2nc(-c3cccnc3)cs2)cc1 | . | . | -2% | . | 4% | . | 2.1% | 2% | 0%
Cc1cc(C)c2c(n1)sc1c(=O)n(CC(=O)c3ccccc3)cnc12 | -0.1% | -23% | 19% | -3% | 4% | . | 7.5% | -5% | -10%
COC(=O)c1ccc(COc2ccccc2[N+](=O)[O-])o1 | -0.7% | 0% | 7% | -6% | -4% | -2.8% | 2.4% | 5% | 4%
CSCCC(C(=O)NCc1cccs1)N1C(=O)c2ccccc2C1=O (stereo not drawn) | -0.4% | -9% | 10% | -8% | 0% | -3.3% | 1.7% | -5% | 13%
COc1ccc(Cl)cc1NC(=O)C/C(C)=N/NC(=O)CCc1ccccc1 | -0.9% | -1% | 13% | -9% | 4% | . | 2.2% | -1% | -1%
O=C(NC1CCCC1)c1cc(S(=O)(=O)N2CCOCC2)c(Cl)cc1Cl | -0.2% | -6% | -2% | -2% | -6% | -0.7% | 1.6% | -1% | -4%
CCCn1nc(C(=O)NNC(=O)CSCC(=O)Nc2cc(C)on2)c2ccccc2c1=O | . | . | 2% | . | 3% | . | -0.9% | 0% | 10%
CCOc1ccc(-c2n[nH]c(C)c2Oc2ccc(OC)cc2)c(O)c1 | -0.1% | -11% | 0% | 7% | 11% | 0.6% | 15% | 4% | 19%
CC(NC(=O)COC(=O)Cc1ccsc1)C1CC2CCC1C2 (stereo not drawn) | 0.9% | 17% | 7% | -11% | 1% | -0.9% | -1.8% | 1% | 9% | NS5 inhibitors pilot replicate=-0.9
CC(NC(=O)C1CCCN(S(=O)(=O)c2cccc3nonc23)C1)c1ccccc1 (stereo not drawn) | 1.0% | 14% | 0% | -8% | 2% | -0.6% | -1.1% | -8% | 5%
O=C(C1CCN(S(=O)(=O)N2CCOCC2)CC1)N1CCN(Cc2ccccc2)CC1 | 0.3% | 6% | 2% | -5% | 10% | 3.5% | -0.1% | 3% | -4%
Cn1ncc(N2CCN(S(=O)(=O)c3ccc(Br)cc3)CC2)c(Cl)c1=O | -1.8% | 4% | 5% | -5% | -4% | -1.7% | -2.7% | 6% | 0%
CC1=NN2C(=N)/C(=C\c3cc(C)n(-c4cccc(C)c4)c3C)C(=O)N=C2S1 | 0.5% | 11% | 10% | 9% | 7% | . | 3.9% | -9% | -4%
Cc1cc(C(=O)NC2CCCc3c2cnn3-c2cccc(C)c2C)no1 (stereo not drawn) | 0.8% | 4% | 10% | -2% | 5% | . | ? | -6% | -7%
CCN(CC)Cc1c(C(=O)N/N=C(\C)c2ccncc2)nnn1-c1nonc1N | 0.0% | 2% | 21% | 0% | 8% | . | 0.7% | 2% | 4%
O=C(NCc1ccccc1)c1ccc2c(c1)C(=O)N(Cc1cccnc1)C2=O | 0.3% | -9% | 8% | -4% | 6% | . | 0.4% | 1% | -7%
Cc1ccc(S(=O)(=O)Nc2ccc(C(=O)Nc3cc(C)on3)cc2)cc1 | . | 1% | 5% | 0% | -1% | -1.7% | -0.1% | -3% | -15%
CC(C)c1ccc(OCCCCCN2CCOCC2)cc1 | -1.5% | -1% | 16% | -6% | 30% | . | 1.2% | -3% | 15%
COc1ccc2c(c1)C(C)CC(C)(C)N2C(=O)CSc1ncn[nH]1 (stereo not drawn) | ? | 5% | -2% | -8% | 12% | -0.8% | 0.4% | 1% | -7%
CS(=O)(=O)Oc1ccc(Br)cc1/C=C1/N=C(c2ccco2)OC1=O | -0.3% | 15% | 9% | -9% | 2% | -0.5% | 0.9% | -1% | 8%
COc1ccccc1OCCN1CSC(=S)N(C)C1 | -1.4% | 10% | 12% | -5% | 1% | -4.6% | -2.0% | -4% | 4%
O=C(N/N=C/c1cccc2ccccc12)c1cccnc1 | 0.7% | 0% | 2% | -7% | 7% | . | 2.5% | -2% | 7%
O=C1CCCCCN1CP(=O)(O)CN1CCCCCC1=O | 0.4% | 2% | -2% | -8% | 7% | . | 7.8% | -2% | -7%

(further entries)
SMILES | West Nile antiviral | GPR35 antagonists | SV40 large T antigen | LYP inhibition | MgcRacGAP inhibition | ER stress rescue | RSV CPE inhibition | NS5 inhibitors | PhoP inhibition | others
C=CCn1c(SCC(=O)Nc2cc(C)on2)nc2sc(C)c(C)c2c1=O | . | 1% | 5% | 8% | 1% | -0.2% | 1.9% | 2% | -8%
Cc1cc(C)cc(NC(=O)c2ccc(NC3=NC4CS(=O)(=O)CC4S3)cc2)c1 (stereo not drawn) | -0.1% | -13% | -2% | -12% | 1% | . | 0.5% | -3% | .
COc1ccc(-c2cc(C(=O)OC3CCOC3=O)c3ccccc3n2)cc1 (stereo not drawn) | 0.2% | -5% | 9% | 0% | 8% | -3.5% | 1.7% | -3% | 2% | NS5 inhibitors pilot replicate=1.8
Cc1nn(C)c(C(=O)Nc2ccc3c(c2)OCO3)c1[N+](=O)[O-] | -0.6% | -3% | 25% | -6% | 6% | . | 0.8% | 0% | 10%
COc1ccc(N(CC(=O)N2CCc3ccccc3C2)S(C)(=O)=O)cc1 | -0.3% | -2% | 4% | -9% | 4% | -0.1% | 2.7% | -1% | -5%
Cc1ccccc1CN1CCN(S(=O)(=O)c2ccc(F)cc2)CC1 | -0.7% | 47% | -4% | 1% | 13% | 1.5% | 2.5% | -5% | 1%
Cc1ccc(C(=O)NCCOc2cccc(C)c2)cc1 | -0.4% | 4% | 6% | -13% | 2% | -1.7% | 2.7% | . | 2%
CCOC(=O)Cc1csc(Nc2ccc(Cl)cc2)n1 | -0.9% | 8% | 4% | -1% | 10% | 0.0% | 5.8% | 3% | 2%
O=C(NCCCN1CCN(c2ccc(F)cc2)CC1)Nc1ccc([N+](=O)[O-])cc1 | -1.7% | -1% | 17% | 1% | 16% | -1.0% | 22% | -8% | 4%
COc1ccc(Nc2c(-c3ccco3)nc3cccc(C)n23)cc1 | -1.0% | -12% | 28% | -3% | 23% | 0.2% | 1.4% | -12% | -2%
CS(=O)(=O)N1CCC(C(=O)Nc2ccc3c(c2)OCO3)CC1 | 0.1% | 3% | 11% | -9% | 9% | -1.4% | -0.8% | -5% | -6%
Cc1cccc(C)c1NC(=O)CSc1nnc(-c2ccccc2)n1Cc1ccc2c(c1)OCO2 | -0.6% | 12% | 10% | -2% | 9% | 1.8% | 7.6% | -8% | 1%
O=c1ccc2cc(S(=O)(=O)NCCCc3ccccc3)ccc2[nH]1 | -0.8% | 23% | 1% | -9% | 7% | . | -0.7% | -1% | 17%
CCCNC(=S)N1CCC(NC(=O)C2CCCCC2)CC1 | -0.2% | -9% | 22% | -3% | 1% | -1.2% | 2.5% | 1% | 1%
O=C(NC(Cc1c[nH]c2ccccc12)C(=O)Nc1ccc(OC(F)(F)F)cc1)c1cccs1 (stereo not drawn) | 1.0% | -5% | 11% | 3% | 10% | -1.5% | ? | -1% | -14%
O=C(CN1CCOCC1)N/N=C/c1ccc(-c2cccc(Cl)c2Cl)o1 | -0.7% | -4% | 6% | 4% | 7% | . | ? | -5% | -7%
COC(=O)COc1ccc(S(=O)(=O)N2CCc3ccccc3C2)cc1C | -0.1% | 2% | 9% | 0% | 6% | -0.7% | 1.8% | -1% | -1%
Cn1nc(C(F)(F)F)c(C(=O)Nc2ccc(F)cc2)c1Cl | -0.1% | -9% | -10% | -6% | -1% | 0.8% | -0.1% | -2% | -7%
O=C(c1ccc(NC(=S)NCc2ccco2)cc1)N1CCCCC1 | 1.0% | -3% | 5% | 2% | 1% | -1.4% | 1.4% | -7% | -8%
Cc1nn(C)c(Cl)c1CN1CCCC(CCC(=O)NCc2ccccc2F)C1 (stereo not drawn) | -0.2% | 13% | 23% | -6% | 7% | -0.5% | 0.1% | 0% | -1%
COc1ccc(N(C(=O)CNC(=O)c2cccs2)C(C(=O)NCC2CCCO2)c2ccccc2)c(OC)c1 (stereo not drawn) | 0.1% | 16% | 5% | -12% | 6% | . | 2.0% | -7% | 2%
Cc1cc(Br)ccc1S(=O)(=O)NCc1ccccc1 | -1.4% | 11% | 10% | -5% | 2% | . | 4.5% | . | -3%
Cc1ccc(NC2CCCN(C(=O)c3ccoc3)C2)cc1C (stereo not drawn) | -0.9% | -10% | 15% | -5% | 8% | . | -0.4% | -3% | -8%
C=C(C)CNC(=S)/N=c1\scc(C)n1CC | -0.4% | 1% | 8% | 2% | 2% | 1.9% | 0.9% | -2% | 8%
CCc1cccc(C)c1NC(=O)CC(C)(C)CC(=O)O | 0.2% | -3% | 0% | -5% | -15% | . | 0.1% | -3% | -4%

Overlap with the part before: 3 entries, followed by the next part.
SMILES | West Nile antiviral | GPR35 antagonists | SV40 large T antigen | LYP inhibition | MgcRacGAP inhibition | ER stress rescue | RSV CPE inhibition | NS5 inhibitors | PhoP inhibition | others
Cc1ccc(NC2CCCN(C(=O)c3ccoc3)C2)cc1C (stereo not drawn) | -0.9% | -10% | 15% | -5% | 8% | . | -0.4% | -3% | -8%
C=C(C)CNC(=S)/N=c1\scc(C)n1CC | -0.4% | 1% | 8% | 2% | 2% | 1.9% | 0.9% | -2% | 8%
CCc1cccc(C)c1NC(=O)CC(C)(C)CC(=O)O | 0.2% | -3% | 0% | -5% | -15% | . | 0.1% | -3% | -4%
COc1ccc(/C=N/NC(=O)c2cccc(Br)c2)cc1COc1ccccn1 | 0.6% | 0% | 17% | -3% | 1% | . | 11% | 1% | -12%
CCOC(=O)N1CCN(c2nc(SC)nc3sc4c(c23)CC(C)(C)OC4)CC1 | 0.1% | -6% | . | -2% | 8% | 0.9% | 1.9% | -12% | .
Cc1cc(C)c(C#N)c(SC2CCCCC2=O)n1 (stereo not drawn) | -0.4% | -10% | 3% | -12% | 7% | 1.1% | -1.4% | 1% | -2%
CCOC(=O)N1CCN(c2c(NCCc3ccc(C)cc3)c(=O)c2=O)CC1 | . | 0% | 5% | -8% | -6% | -1.6% | -0.4% | -3% | -7%
CCNc1nc(CN2CCCCC2)nc2scc(-c3ccccc3)c12 | -1.7% | -18% | -2% | -5% | 4% | 1.5% | 11% | -5% | -1%
COc1ccc(S(=O)(=O)N2CCN(c3ccccc3)CC2)cc1 | 0.4% | 6% | 14% | -6% | 5% | 0.8% | 2.9% | -2% | 0%
